# High-throughput results from PubChem BioAssay.
# GC-B act – GC-B (human) receptor activation | P20594 | HEK293-GC-B cells, CNP EC30, cGMP TR-FRET; 0% at EC30 CNP, 100% saturating CNP | activation, % at 10 µM | 370,000 tested, 0.11% active | AID 1920062;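 active means activation at 10 µM reaching about 35% in either raw or pattern-adjusted values, limit read from the data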
# ADAM10 inh – inhibitors of human ADAM10 | O14672 | recombinant ADAM10, EDANS/DABCYL FRET peptide cleavage, 3 h | inhibition, % at 7 µM | 370,000 tested, 0.62% active | AID 720582;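 active means inhibition above a per-campaign cutoff equal to the mean of compounds falling between control-based bounds plus 3 SD, cut at about 20% in these data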;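 further: 0% = DMSO wells while the 100% control is not disclosed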
# Target sequence (O14672 214-748 limits assumed): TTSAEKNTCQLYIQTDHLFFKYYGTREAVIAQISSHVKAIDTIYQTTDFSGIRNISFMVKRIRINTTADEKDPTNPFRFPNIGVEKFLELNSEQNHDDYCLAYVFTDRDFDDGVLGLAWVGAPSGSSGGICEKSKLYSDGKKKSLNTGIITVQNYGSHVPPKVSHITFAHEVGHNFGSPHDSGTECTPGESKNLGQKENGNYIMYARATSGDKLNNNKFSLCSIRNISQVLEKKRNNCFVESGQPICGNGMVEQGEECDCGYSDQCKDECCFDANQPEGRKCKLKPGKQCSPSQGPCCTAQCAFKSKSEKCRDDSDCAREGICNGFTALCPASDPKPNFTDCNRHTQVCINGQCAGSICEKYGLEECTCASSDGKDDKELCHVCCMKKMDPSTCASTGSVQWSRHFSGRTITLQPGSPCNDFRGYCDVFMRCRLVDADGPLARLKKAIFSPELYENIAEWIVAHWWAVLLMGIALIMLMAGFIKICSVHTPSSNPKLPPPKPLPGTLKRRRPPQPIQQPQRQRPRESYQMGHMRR
# FXN GAA850 act – frataxin GAA850 promoter activation; HEK293 lucGAA850 FXN promoter luciferase reporter, 24 h; percent of 10 µM SAHA response; activation, % at 6 µM; 360,000 tested, 0.56% active; AID 540364;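 active means activation above the average of all compounds screened plus 3 SD, cutoff fixed separately per campaign, cut at about 7.5% in these data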;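 further: 0% = DMSO wells and 100% = 10 µM SAHA wells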
# ssDAF-12 act – activators of S. stercoralis DAF-12 nuclear receptor; 370,000 tested, 1% active; activation, % at 6.8 µM; HEK293 ssDAF-12/GRIP1 lit1-tk-luc reporter, luminescence; % of 3 µM dafachronic acid response;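 active means activation above the mean over all tested compounds plus 3 SD, cut at about 0.9% in these data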;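 further: 0% = DMSO-only wells and 100% = 3 µM delta7-dafachronic acid wells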
# DAX1 inh-1 – inhibitors of DAX1 repression of SF-1 activated StAR promoter; HEK293T StAR-luciferase reporter, SF-1/DAX-1 repression relief; inhibition, % at 6.8 µM; 370,000 tested, 1.1% active; AID 652010;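 active means inhibition above the mean over all tested compounds plus 3 SD, cut at about 3.6% in these data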;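 further: 0% = DAX-1 cells with DMSO and 100% = cells lacking DAX-1 with DMSO; higher inhibition means more luminescence from relief of DAX-1 repression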
# SMARCA2 activ – activators of SMARCA2 function; MG213 cells, MMTV-luciferase reporter, dexamethasone, overnight; activation, % at 9.1 µM; 370,000 tested, 1% active; AID 652017; in the data active means activation above about 7.8%;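 further: 0% = vehicle wells and 100% = reference activator wells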
# NPR1 activator – GC-A (human) enzyme activation; P16066; HEK293 GC-A cells, cGMP TR-FRET, EC30 ANP; 0% at EC30 ANP, 100% saturating ANP; activation, % at 10 µM; 370,000 tested, 0.14% active; AID 1671463; in the data active means activation above about 40%
# hcDAF12 agonist – activates DAF-12 receptor from parasite H. contortus; HEK293 hcDAF-12 lit1-tk-luc reporter, luminescence; 0% DMSO, 100% Δ7-dafachronic acid; activation, % at 6.8 µM; 370,000 tested, 1.4% active;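 active means activation above the mean of all tested compounds plus 3 SD, cut at about 5.5% in these data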;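 further: 100% = response to 3 µM Δ7-dafachronic acid high control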
# DAX1 inh-2 – NR0B1 (DAX1) inhibition | 340,000 tested, 0.99% active | inhibition, % at 6.75 µM | P51843 | AID 504766 | HEK293 Gal4-DAX1 luciferase reporter, luminescence;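 active means inhibition above the mean over all tested compounds plus 3 SD, cut at about 4.2% in these data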;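 further: 0% = DAX1-transfected cells with DMSO and 100% = empty-vector control cells with DMSO; inhibition shows as a rise in luminescence from relieved DAX1 repression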
# sPLA2-III inh – Blocks human group III sPLA2 activity. 370,000 tested, 0.56% active. AID 743126. Q9NZ20. QFRET BODIPY PC-A2 liposome hydrolysis, fluorescence. inhibition, % at 12.2 µM;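 active means inhibition above mean plus 3 SD of compounds lying within the high and low control bounds, cut at about 19% in these data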;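 further: 0% = median of test compound wells and 100% = no enzyme DMSO wells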
# Target sequence (Q9NZ20 whole entry, looked up): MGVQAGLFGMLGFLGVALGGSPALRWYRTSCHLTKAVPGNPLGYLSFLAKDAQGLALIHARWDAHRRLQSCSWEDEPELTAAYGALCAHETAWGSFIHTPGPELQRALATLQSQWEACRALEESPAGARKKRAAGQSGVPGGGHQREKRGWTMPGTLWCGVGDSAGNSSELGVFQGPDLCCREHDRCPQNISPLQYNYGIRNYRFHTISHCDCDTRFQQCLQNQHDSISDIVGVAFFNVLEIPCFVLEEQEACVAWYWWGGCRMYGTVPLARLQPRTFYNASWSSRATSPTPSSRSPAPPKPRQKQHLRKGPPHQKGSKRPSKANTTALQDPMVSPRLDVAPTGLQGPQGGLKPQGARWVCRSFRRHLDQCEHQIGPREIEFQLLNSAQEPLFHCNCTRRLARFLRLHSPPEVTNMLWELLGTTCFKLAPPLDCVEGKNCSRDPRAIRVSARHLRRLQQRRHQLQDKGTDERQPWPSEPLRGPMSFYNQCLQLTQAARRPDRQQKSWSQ
# hgDAF-12 ag – agonists of H. glycines DAF-12 nuclear receptor; 370,000 tested, 1.8% active; activation, % at 6.8 µM; AID 687014; HEK293 GAL4-hgDAF12 UAS-luciferase reporter, agonist luminescence; normalized to butyrate control;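 active means activation above a cutoff set at the mean of all screened compounds plus 3 SD, cut at about 10% in these data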;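 further: 0% = DMSO wells and 100% = sodium butyrate wells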
# Starred values were filed as active, the others as inactive; i = inactive; nt = not tested or not shown.
SMILES,GC-B act,ADAM10 inh,FXN GAA850 act,ssDAF-12 act,DAX1 inh-1,SMARCA2 activ,NPR1 activator,hcDAF12 agonist,DAX1 inh-2,sPLA2-III inh,hgDAF-12 ag
COc1cc(-c2cc(-c3ccc(O)cc3)nc(N)c2C#N)ccc1O,2.4,-77.4,6.1,-1.1,-2.4,-1.9,0.7,-1.6,-0.1,-27.6,-4.9
O=C(O)c1cc2ncc(-c3[nH]ncc3[N+](=O)[O-])cn2n1,0.3,3.6,0.1,-0.9,-0.2,-2.5,-4.2,-1.0,-0.3,-5.8,1.1
c1ccc2c(Nc3nncs3)c3ccccc3nc2c1,-0.7,-232.9,2.2,-0.7,0.1,-4.1,-4.1,-1.2,1.7,12.4,1.6
CCc1ccc2oc(-c3cc(N)cc(C)c3O)nc2c1,-0.4,7.3,7.7*,0.3,0.8,5.2,-2.6,3.1,0.1,3.5,2.2
COc1ccccc1C(=O)OCn1nnc2ccccc2c1=O,3.0,-9.5,0.9,-1.3,-0.1,0.6,5.2,0.2,1.3,4.8,-0.1
CCSc1n[nH]c(=O)n1C,-14.2,-7.1,nt,-1.3,-0.6,-3.6,-2.3,1.2,nt,8.9,1.1
O=C(COc1ccccc1F)N1CCN(S(=O)(=O)/C=C/c2ccccc2)CC1,-8.6,2.8,-1.4,-0.9,-0.2,-3.0,-25.4,-1.3,0.3,-4.0,1.4
C=CCNc1nc2cc(-c3cccc(Cl)c3)sc2c(=O)n1C,-8.2,-62.3,-2.6,-0.7,0.1,1.2,2.1,1.4,nt,-5.2,2.6
O=C(NCC1CCN(c2ccc(S(=O)(=O)N3CCOCC3)cc2)CC1)c1cccc(Cl)c1,4.5,1.2,3.4,-1.5,-0.4,-1.0,-0.1,1.3,-1.2,-4.3,4.3
CCNc1ccc(C(=O)O)cc1N,-7.8,-7.7,1.6,-1.5,0.7,0.6,-5.5,-0.2,-2.9,0.8,-1.9
CCC(C)C(NC(=O)c1ccc(Cl)cc1Cl)C(=O)O (centres undefined),-1.5,0.3,0.1,-1.0,0.2,-0.8,2.7,-0.7,-1.1,-1.5,-1.9
O=C(CCc1n[nH]c(=O)[nH]c1=O)N/N=C/c1ccc(Br)o1,-1.4,-8.4,-0.1,-1.3,-0.2,-0.7,2.3,-0.4,1.6,-1.6,-1.5
CCOC(=O)N1CCC(N2C(=O)c3ccccc3C2Nc2ccc(S(=O)(=O)N3CCOCC3)cc2)CC1 (centres undefined),-1.0,-11.1,-0.2,-0.8,0.0,-3.0,1.7,-0.5,-0.4,-3.8,0.6
O=C(O)c1cc(C(=O)O)cc(N2C(=O)c3ccccc3C2=O)c1,10.6,-26.8,nt,-0.3,1.8,-2.3,4.2,0.0,nt,3.0,-0.3
O=C(CSc1nc2ccc(Cl)cc2[nH]1)NCCc1ccccc1,-11.4,6.5,2.2,-1.1,-0.6,-2.9,-15.2,-2.2,-2.0,-15.5,-2.2
O=C(CN1CCN(CC(=O)Nc2ccccc2F)CC1)Nc1ccc2c(c1)OCCO2,3.9,6.4,0.3,-0.8,-0.6,2.8,-5.9,-0.8,1.4,5.3,1.8
COc1ccc(-n2nnnc2SCC(=O)NCc2cccs2)cc1,2.3,-1.6,0.6,-1.7,1.0,-4.3,6.4,-2.1,-0.1,10.5,-1.1
COc1ccccc1NS(=O)(=O)c1cccc(C(=O)N2CC(C)OC(C)C2)c1 (centres undefined),-2.2,-2.2,-1.2,-1.0,1.1,-0.9,3.2,0.7,0.3,-0.2,-0.4
COc1ccc(S(=O)(=O)N2CCN(c3ccc(F)cc3)CC2)cc1C(=O)N1CCCC1,-1.1,-5.1,0.0,-0.9,-0.8,1.1,4.1,-0.5,-0.7,1.6,-1.8
CCCc1nc(SCC(=O)N2CCCC2)c2ccccc2n1,-6.8,-0.6,-0.5,-1.9,-0.9,2.5,-2.8,-2.0,0.2,7.7,0.6
O=C(Nc1ccc2c(c1)oc1ccccc12)C1CC1,-9.9,6.9,1.4,0.7,1.9,1.8,-2.8,4.6,1.8,-7.4,9.1
CN(Cc1cccnc1)C(=O)CC1C(=O)NCCN1Cc1ccc(-c2ccccc2)cc1 (centres undefined),1.1,-5.5,-1.0,-1.6,-0.4,-4.4,1.0,0.8,0.1,-4.9,-1.5
CCCc1cc(C(=O)NC2CCCN(Cc3ccccc3F)C2)no1 (centres undefined),2.3,4.1,1.7,-0.9,-0.3,-1.4,1.6,-0.7,0.9,-7.6,1.0
O=C(CSc1nc(-c2ccccc2Cl)ns1)NCc1ccc2c(c1)OCO2,0.8,6.6,-0.5,-1.6,0.6,0.4,1.3,-0.4,0.5,2.7,-1.5
O=C1C(=O)N(Cc2cccc([N+](=O)[O-])c2)c2ccccc21,-4.0,-3.7,1.3,-1.6,0.1,-3.2,-15.0,-1.7,0.4,6.7,-2.5
COc1ccc(F)cc1-c1cc(C(=O)NC2CCCCC2)[nH]n1,2.2,9.2,0.7,-0.7,1.0,2.5,7.5,-1.1,nt,-5.0,3.7
COc1ccccc1CN(C)C(=O)C1(c2ccc(Cl)cc2)CC1,-13.7,3.3,1.8,-1.4,-0.1,-3.9,-38.2,-2.0,-1.3,4.0,1.6
COc1ccc(NS(=O)(=O)c2ccc(Cl)c(C(=O)O)c2)cc1S(=O)(=O)N1CCCCC1,-0.8,-10.8,2.1,-1.2,-1.3,-3.8,-1.4,-1.3,0.8,-1.7,3.4
COC(=O)CSc1nccc(-c2ccc(F)cc2)c1C#N,-0.7,0.5,1.5,-2.0,0.1,-1.3,-0.4,-1.5,1.4,-3.1,1.4
O=Cc1cnc2ccccc2c1-c1ccccc1,-2.3,4.4,0.9,-1.5,0.0,-1.6,-6.8,0.5,-1.1,8.2,-0.3
CCn1c(=NC(=O)CSC(C)=O)sc2ccccc21,-5.2,3.4,0.6,-1.4,-0.3,-0.7,-5.9,-1.5,-0.4,4.9,0.6
CCOc1ccc(-n2c(C)cc(/C=N/Nc3nc(C)cc(=O)[nH]3)c2C)cc1,4.7,-15.1,0.2,-1.3,-0.1,-2.8,6.8,-1.0,-0.4,12.3,-0.4
Cc1cccc(Nc2c(O)nc[nH]c2=O)c1,3.0,-10.1,-0.4,-0.6,0.4,-4.9,-0.2,1.2,2.4,13.8,-2.3
COCCNC(=O)c1ccc(-c2cn[nH]c2)c2ccoc12,-4.8,-51.2,1.5,-1.3,0.6,-1.2,-2.7,-0.9,nt,-6.3,1.0
COc1ccc(CNc2nc3ccccc3n2CCN2CCCCC2)c(OC)c1,-4.5,0.5,-6.8,-2.2,-0.8,-1.9,-1.8,-3.9,0.1,-6.8,-4.5
Cc1ccc(CNC(=O)/C=C/C(=O)O)cc1,3.4,-13.1,-0.7,-1.6,-0.1,-2.9,-0.5,-0.1,2.5,7.0,-1.5
Fc1cc(NC(=S)NCc2ccc(CNC(=S)Nc3ccc(Cl)c(F)c3)cc2)ccc1Cl,-5.3,-1.6,-4.0,-1.3,0.2,-1.3,-4.8,-1.8,0.8,4.6,-1.4
O=C(NCc1ccc(-c2nc3ccccc3s2)cc1)c1cc2ccccc2o1,-3.8,-7.2,-5.8,-1.9,-1.0,-4.0,-1.2,-2.6,-0.7,7.6,-7.0
COc1ccccc1/C=N/NC(=O)CSc1cc(C)nc2ccccc12,-5.3,2.1,-3.9,-1.0,-1.1,-0.3,0.8,-2.0,-1.9,-13.2,-0.4
CCCCCCCCNS(=O)(=O)CC1NCc2cc(F)ccc21 (centres undefined),5.8,1.4,nt,-0.9,0.5,-4.1,2.6,0.9,nt,-3.9,2.6
O=c1c2ccccc2ncn1Cc1cccc2ccccc12,-1.0,13.7,3.9,-1.8,-0.1,-3.6,-1.9,-0.4,0.1,-4.2,-3.1
CC(=O)c1cccc(CN2CCN(C3CCCCC3)C(CCO)C2)c1 (centres undefined),-0.4,-6.1,2.2,-0.9,0.4,-2.7,-0.4,-0.4,-0.5,6.0,-2.2
COCCNC(=O)c1cc2c(=O)n3cccc(C)c3nc2n(Cc2ccncc2)c1=N,-0.2,i,1.1,-1.5,0.1,-1.1,10.8,-0.6,0.5,5.3,-1.9
O=C(Nc1cccc(C(=O)O)c1)Nc1cccc2ccccc12,1.3,-16.1,2.7,0.8,0.6,4.9,4.6,3.8,-2.1,-5.6,3.7
CC(C)CN1C(=O)C[C@]2(C(=O)N(C)c3ccc(NC(=O)C(F)(F)F)cc32)C1c1ccccc1 (some centres undefined),-2.1,-5.2,nt,-0.8,-0.1,-0.7,-5.6,1.2,nt,-5.2,1.0
CCCCN1C(=O)C(CC(=O)NC2CCCC2)CC(C(=O)N2CCOCC2)=C1C (centres undefined),2.4,-0.6,0.8,-0.1,0.7,-4.5,3.9,-0.5,-0.8,-0.2,-0.5
CCC(CC)c1nnc(NC(=O)Cc2c[nH]c3ccccc23)s1,8.8,6.3,2.5,0.1,1.0,5.8,2.5,1.7,-2.0,-68.9,-0.8
Nc1cc(N)nc(SCC(=O)c2ccc3c(c2)NC(=O)CO3)n1,-0.8,-3.0,-0.8,-0.4,-0.1,2.9,-5.2,-0.3,1.9,-3.4,7.3
COc1ccc(C(=O)N/N=C(\C)CC(=O)NC2CCCCC2)c(OC)c1,-2.3,-5.2,1.3,-0.7,2.4,1.6,-2.5,-0.3,0.9,13.7,1.2
CN(CCCNC(=O)c1ccc(N2CCCC2=O)cc1)c1ccccc1,-0.2,-2.1,0.7,-1.9,-0.3,0.8,1.5,-1.1,-1.4,-2.5,-1.4
CCOC(=O)C1CCN(C(=O)COc2cccc(C)c2)CC1,-1.6,0.1,0.7,-1.2,-0.3,1.2,-2.0,-2.1,-0.7,-1.9,-0.1
O=C(Nc1ccc(S(=O)(=O)O)cc1)c1ccc2c(c1)S(=O)(=O)c1ccccc1C2=O,0.0,4.7,0.0,-0.8,0.3,2.0,-0.1,-0.4,0.4,-12.3,0.9
CSc1sc(C(=O)N(C)C)c2c1S(=O)(=O)N(C)c1ccccc1-2,-0.6,0.0,-1.2,-1.0,-0.5,-2.1,0.3,-1.4,-1.5,0.2,-0.1
CCN1C(=O)c2ccc(-c3nc4ccccc4c(=O)o3)cc2C1=O,3.5,-16.4,-1.5,-1.9,-0.4,-2.0,23.6,0.7,0.7,7.1,1.8
CCOC(=O)N1CCC(NC(=O)c2cc(C(=O)Nc3ccc(F)cc3F)ccc2CO)CC1,2.3,0.8,-1.7,-0.5,-0.8,-1.5,1.1,0.7,0.5,4.8,6.3
Cc1ccc(S(=O)(=O)N2CCCCC2C(=O)N2CCN(c3ccccc3F)CC2)cc1 (centres undefined),0.4,-7.6,-0.7,-1.1,0.6,-2.8,3.0,0.2,-0.1,11.9,0.3
